High-throughput results (PubChem)
MrgX1 PAM: human MrgX1 positive allosteric modulation, primary screen | Q96LB2 | MrgX1-HEK293, Fluo-4 calcium flux, FDSS; stronger effect = higher value | B-score at 10 µM | 310,000 compounds, 0.63% hits;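 active = plate-corrected calcium response at least 3 library SD above typical, normal starting fluorescence, not activating the receptor alone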;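 also: compound read alongside a low EC10 to EC30 dose of BAM8-22 agonist; peak minus trough fluorescence over baseline measured at the second addition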
ANO1 block: mouse TMEM16A channel inhibition, primary screen. Q8BHY3. HEK293 TMEM16A/YFP iodide influx fluorescence, ionomycin. normalized B-score (activity score, 25-100; higher = stronger inhibition) at 10 µM. 310,000 compounds, 1.2% hits. AID 588511;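 active = ratio plate-corrected score three or more library SD toward inhibition, starting fluorescence score within five deviations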;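 also: score derived from kinetic fluorescence span divided by baseline fluorescence per well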
TRPC4 agonist: opens the mouse TRPC4 cation channel; AID 2237; HEK293 TRPC4beta/mu-opioid, Fluo4 calcium fluorescence; stronger effect = higher value; Q9QUQ5; B-score at 10 µM; 310,000 compounds, 0.49% hits;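 active = B-score above 5 SD of library B-scores, and initial fluorescence ratio not above library mean plus 5 SD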;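 also: positive B-score marks a calcium rise read as TRPC4 activation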
Target sequence (Q9QUQ5 whole entry, looked up): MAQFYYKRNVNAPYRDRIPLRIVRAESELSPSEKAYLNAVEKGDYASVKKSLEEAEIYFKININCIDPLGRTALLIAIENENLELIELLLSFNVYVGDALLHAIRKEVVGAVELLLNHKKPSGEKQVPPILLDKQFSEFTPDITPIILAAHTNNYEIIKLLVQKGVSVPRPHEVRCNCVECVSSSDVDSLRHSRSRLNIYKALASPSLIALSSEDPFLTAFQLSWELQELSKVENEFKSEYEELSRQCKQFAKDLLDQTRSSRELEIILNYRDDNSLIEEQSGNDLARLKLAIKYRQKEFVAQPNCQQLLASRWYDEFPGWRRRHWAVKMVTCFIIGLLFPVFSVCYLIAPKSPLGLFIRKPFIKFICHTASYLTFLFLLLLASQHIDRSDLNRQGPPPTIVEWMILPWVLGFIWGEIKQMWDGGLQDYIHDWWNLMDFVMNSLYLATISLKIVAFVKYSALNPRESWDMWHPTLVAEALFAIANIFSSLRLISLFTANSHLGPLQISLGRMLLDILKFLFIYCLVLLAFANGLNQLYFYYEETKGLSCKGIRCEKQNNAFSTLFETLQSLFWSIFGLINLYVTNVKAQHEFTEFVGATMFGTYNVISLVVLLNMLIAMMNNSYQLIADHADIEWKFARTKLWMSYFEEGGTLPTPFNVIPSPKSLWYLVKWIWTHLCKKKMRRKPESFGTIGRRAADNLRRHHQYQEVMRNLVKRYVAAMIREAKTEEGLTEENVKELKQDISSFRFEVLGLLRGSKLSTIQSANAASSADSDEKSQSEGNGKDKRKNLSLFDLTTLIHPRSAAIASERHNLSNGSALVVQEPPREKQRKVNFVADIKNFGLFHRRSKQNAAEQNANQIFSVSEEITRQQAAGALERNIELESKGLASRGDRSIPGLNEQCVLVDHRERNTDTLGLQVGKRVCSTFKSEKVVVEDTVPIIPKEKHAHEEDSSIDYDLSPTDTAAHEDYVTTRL
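System – HEK293 cells stably co-expressing mouse TRPC4beta and mu-opioid receptor · Signal – Fluo4 calcium-sensitive dye fluorescence, kinetic, 1 Hz baseline · Benchmarks – buffer (low) and maximal DAMGO (high) · Read-out – B score of integrated fluorescence ratio per well · Incubation – dye loading 45 min room temperature, 110 s kinetic read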
TRPC4 inh: inhibitors of mouse TRPC4 channel; 300,000 compounds, 0.39% hits; Q9QUQ5; AID 2247; B-score at 10 µM; HEK293 TRPC4beta/mu-opioid, DAMGO-evoked Fluo4 calcium flux; stronger effect = lower value;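 active = B-score over 3 SD under the library average, no early fluorescence shift, positive overall ratio signal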
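test system = HEK293 cells with stable TRPC4beta plus mu-opioid receptor expression | detection = Fluo4 Ca2+ flux fluorescence | read-out = integrated fluorescence ratio relative to baseline, converted to per-well B score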
TRPC4 potent: TRPC4 (mouse) allosteric potentiation; Q9QUQ5; HEK293 TRPC4beta/mu-opioid, DAMGO EC20, Fluo-4 Ca2+ flux; stronger effect = higher value; B-score at 10 µM; 310,000 compounds, 0.42% hits;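 active = B-score of calcium response area above 5 SD of library B-scores, with initial fluorescence ratio within 5 SD of library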;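 also: B-score of integrated fluorescence ratio over time as area under calcium response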
TRPC6 activator: mouse TRPC6 channel activation; 310,000 compounds, 0.13% hits; AID 2550; B-score at 10 µM; HEK293-TRPC6 membrane potential dye fluorescence; stronger effect = higher value; Q61143;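 active = B-score of the integrated fluorescence ratio above library mean plus 3 SD, and starting fluorescence ratio within library mean plus 5 SD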;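 also: higher score means more depolarization so channel activation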
MrgX1 antag: blocks BAM8-22 activation of human MrgX1 receptor; Q96LB2; 310,000 compounds, 1.3% hits; MRGX1-HEK293 calcium flux, Fluo-4, BAM8-22 antagonism; stronger effect = lower value; B-score at 10 µM;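 active = calcium-response B-score plate-corrected more than 3 library SD below zero, starting fluorescence within 5 deviations, no agonist response on first addition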;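 also: peak minus trough fluorescence over baseline after final BAM8-22 challenge near maximal dose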
ANO1 activ: activators or potentiators of mouse TMEM16A chloride channel. Q8BHY3. HEK293 TMEM16A/YFP-H148Q/I152L, iodide quench fluorescence; stronger effect = lower value. B-score at 10 µM. 340,000 compounds, 0.3% hits. AID 623877;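 active = fluorescence-ratio B-score plate-corrected deviation score at least 3 library SD below zero, with starting fluorescence score within 5 deviations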;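 also: channel opened by trigger with iodide after compound preincubation; score built on the fluorescence ratio of max minus min over baseline; more negative score means more quench and so TMEM16A activation or potentiation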
MrgX1 agonist: human MrgX1 receptor agonism, primary screen | MrgX1-HEK293 cells, Fluo-4 calcium fluorescence, agonist mode; stronger effect = higher value | 310,000 compounds, 0.44% hits | AID 588627 | B-score at 10 µM;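 active = calcium response B-score plate-corrected fluorescence ratio at least 3 library SD, with starting fluorescence B-score inside 5 SD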
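Material: HEK293 cells stably expressing human MrgX1 receptor | Quantity: 15,000 cells per well | Times: Cells plated overnight, dye loaded 0.5 h 37 °C, 0.5 h room temperature | Measured by: Kinetic Fluo-4 NW fluorescence of intracellular calcium | Control set: Positive and negative controls per plate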
SKKanGAS inh: SKKanGAS growth inhibition; S. pyogenes SKKanGAS, kanamycin growth, BacTiter-Glo, 6 h; inhibition, % at 7.5 µM; 300,000 compounds, 1.3% hits;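 active = mean replicate score, as percent of positive control median, at least 50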;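 also: strain carries kanamycin resistance gene driven by streptokinase promoter and grows in 40 µg/ml kanamycin; loss of luminescence reflects streptokinase promoter inhibition or plain growth inhibition; 0% = median of DMSO wells and 100% = positive control at its reference dose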
TRPC6 inhibitor: inhibitors of mouse TRPC6 channel | 310,000 compounds, 1.1% hits | HEK293-TRPC6, membrane potential dye, ACh-evoked depolarization; stronger effect = lower value | AID 2553 | B-score at 10 µM;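 active = B-score under library mean minus 3 SD, initial fluorescence not abnormally high, positive integrated signal ratio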;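 also: B-score derived from integrated fluorescence ratio over the kinetic read; more negative B-score means stronger inhibition of depolarization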
Numbers without * were called inactive; i = inactive; / = not tested or not shown.

smiles	MrgX1 PAM	ANO1 block	TRPC4 agonist	TRPC4 potent	ANO1 activ	MrgX1 antag	TRPC4 inh	TRPC6 inhibitor	SKKanGAS inh	MrgX1 agonist	TRPC6 activator
O=C(CCNS(=O)(=O)c1ccc(Cl)cc1)N1CCN(c2ccccn2)CC1	i	i	i	i	i	i	i	i	3	i	i
CCS(=O)(=O)NCc1csc(-c2ccccc2)n1	i	i	i	i	i	i	i	i	1	i	i
COc1ccc(C2c3cc(OC)c(OC)cc3CCN2S(C)(=O)=O)cc1OC (centres undefined)	/	/	i	i	i	/	i	i	/	/	i
Cc1nc2sc(-c3ccccc3)cc2c(=O)n1/N=C/N(C)C	i	i	i	i	i	i	i	i	-38	i	i
CCc1ccc(C(=O)NNC(=O)C2CCN(c3ncnc4sc(C)c(C)c34)CC2)cc1	i	i	i	i	i	i	i	i	1	i	i
CC(C)CCc1c(O)nc(SCC(C)C)[nH]c1=O	i	i	i	i	i	i	i	i	15	i	i
COc1ccc(-c2nc3ccc(C(=O)NCC(OC)OC)cc3nc2-c2ccc(OC)c(OC)c2)cc1OC	i	i	i	i	i	i	i	i	-4	i	i
CSc1ccc(S(=O)(=O)Nc2ccc3c(c2)NC(=O)CC3)cc1	i	i	i	i	i	i	i	i	2	i	i
CCc1ccccc1NC(=O)CSc1nnc(Cn2cnc3ccccc32)o1	i	i	i	i	i	i	i	i	-1	i	i
O=C(CSc1nnc(NC2CCCCC2)s1)NN1C(=O)NC2(CCCCC2)C1=O	i	i	i	i	i	i	i	i	3	i	i
O=C(C1CCN(S(=O)(=O)c2ccc(Br)s2)CC1)N1CCc2ccccc21	i	i	i	i	i	i	i	i	23	i	i
O=C(O)C1C2C=CC(C2)C1C(=O)NCc1ccco1 (centres undefined)	i	i	i	i	i	i	i	i	-21	i	i
CCN(C(=O)CSc1cc(-c2ccccc2)c2ccc(OC)cc2n1)C1CCS(=O)(=O)C1 (centres undefined)	i	i	i	i	i	i	i	i	11	i	i
Cc1ccccc1Cn1nc(C)c(NC(=O)c2cc3n(n2)C(C(F)F)CC(C(F)F)N3)c1C (centres undefined)	i	i	/	/	i	i	/	/	/	i	/
CC1CCN(C(=O)CN(c2ccc3c(c2)OCCO3)S(=O)(=O)c2ccccc2)CC1	i	i	i	i	i	i	i	i	6	i	i
COc1ccc(CONS(=O)(=O)c2ccc(NC(C)=O)cc2)cc1Cl	i	i	i	i	i	i	i	i	-3	i	i
CCCNC(=O)c1cccc(S(=O)(=O)N2CC3(C)CC2CC(C)(C)C3)c1 (centres undefined)	i	i	i	i	i	i	i	i	-4	i	i
O=C(CCN1C(=O)c2ccccc2C1=O)Nc1cccc(F)c1	i	i	i	i	i	i	i	i	-3	i	i
COc1ccccc1C(=O)NNS(=O)(=O)c1ccc(F)cc1	i	i	i	i	i	i	i	i	-4	i	i
COc1cc2c(cc1OC)CN(CC(=O)Nc1ccc(F)cc1)C(C(=O)O)C2 (centres undefined)	i	i	i	i	i	i	i	i	-8	i	i
O=C(Nc1ccc(S(=O)(=O)N2CCCC2)cc1)c1ccccc1	i	i	i	i	i	i	i	i	2	i	i
Nc1nnn(CC(=O)N/N=C/c2ccccc2)n1	i	i	i	i	i	i	i	i	-5	i	i
O=C(O)c1ccccc1-c1ccccc1C(=O)Nc1ccc(OC(F)(F)F)cc1	i	i	i	i	i	i	i	i	-9	i	i
Cc1cccnc1NC(=O)c1ccc2nc(N)sc2c1	i	i	i	i	i	i	i	i	1	i	i
CCN1CCN(Cc2c(O)ccc3c2O/C(=C\C=C\c2ccccc2)C3=O)CC1	i	i	i	i	i	i	i	i	-3	i	i
CCOc1ccc(/C=N/NC(=O)c2cc3ccccc3cc2OC)cc1	i	i	i	i	i	i	i	i	0	i	i
O=C(c1cc(-c2ccc3c(c2)OCO3)on1)N1CCN(c2ccc(F)cc2)CC1	i	i	i	i	i	i	i	i	-3	i	i
c1cncc(CNc2ncnc3sc4c(c23)CCCC4)c1	i	i	i	i	i	i	i	i	1	i	i
Cc1ccc(-n2ncc3c2CCCC3NC(=O)c2ccccc2N2CCOCC2)cc1C (centres undefined)	i	i	i	i	i	i	i	i	-2	i	i
CCn1cc(C(=O)NCc2ccc(C)o2)c2cc(OC)c(OC)cc2c1=O	i	i	i	i	i	i	i	i	5	i	i
COc1ccc(C2=NN(c3nc4ccccc4s3)C(=O)/C2=C\N(C)C)cc1	i	i	i	i	i	i	i	i	33	i	i
COc1cc(C2CC(=O)c3c(ccc4ccccc34)N2)ccc1O (centres undefined)	i	i	i	i	i	i	i	i	0	i	i
C/C(=N/NC(=O)c1cc(Cl)ccc1O)C12CC3CC(CC(C3)C1)C2	i	i	i	i	i	i	i	i	-8	i	i
COc1cccc(C(=O)NNS(=O)(=O)c2ccc(F)cc2)c1	i	i	i	i	i	i	i	i	1	i	i
O=C(Nc1cccc(S(=O)(=O)N2CCOCC2)c1)c1cc2c(s1)CCC2	i	i	i	i	i	i	i	i	0	i	i
COC(=O)c1ccccc1NC(=O)c1cc(-c2ccc(O)cc2)on1	i	i	i	i	i	i	i	i	-2	i	i
Cn1c(=O)n(C)c2cc([N+](=O)[O-])c(N3CCN(S(=O)(=O)c4ccc5ccccc5c4)CC3)cc21	i	i	i	i	i	i	i	i	-3	i	i
COc1ccc(Cl)cc1NC(=O)C(C)OC(=O)c1ccc(NS(=O)(=O)c2ccc3[nH]c(=O)[nH]c3c2)cc1 (centres undefined)	i	i	i	i	i	i	i	i	37	i	i
COc1cc(C(=O)Nc2ccc(Oc3ncnc4sc(-c5ccccc5)cc34)cc2)cc(OC)c1OC	i	i	i	i	i	i	i	i	33	i	i
CN(C(=O)c1ccncc1)c1nnc(-c2cccnc2)s1	i	i	i	i	i	i	i	i	-2	i	i
CN(Cc1nc2ccccc2n1C)C(=O)c1ccco1	i	i	i	i	i	i	i	i	0	i	i
CCCCNS(=O)(=O)c1ccc2nc(SCC(=O)N3CC(C)OC(C)C3)[nH]c2c1 (centres undefined)	i	i	i	i	i	i	i	i	-2	i	i
COc1cccc(CN2CCNC(=O)C2CC(=O)NC2CCCCCCC2)c1 (centres undefined)	i	i	i	i	i	i	i	i	-14	i	i
Cc1ccc(C(=O)NCC(=O)O)o1	i	i	i	i	i	i	i	i	-2	i	i
Cc1cc(NC(=O)COC(=O)c2cccc(O)c2)no1	i	i	i	i	i	i	i	i	9	i	i
COc1cc(CNC(=O)C2CCC(=O)N(C3CCCCCC3)C2)cc(OC)c1 (centres undefined)	i	i	i	i	i	i	i	i	0	i	i
COc1ccc(/C=C/C(=O)Nc2cccc(N3CCOCC3)c2)cc1OC	i	i	i	i	i	i	i	i	1	i	i
O=C(O)C1CSC(c2coc3ccccc3c2=O)N1 (centres undefined)	i	i	i	i	i	i	i	i	2	i	i
N#C/C(=C\c1cccc(Br)c1)C(=O)N1CCCCC1	i	i	i	i	i	i	i	i	-6	i	i
O=C(CNS(=O)(=O)c1ccc(Cl)cc1)OCC(=O)N1CCCc2ccccc21	i	i	i	i	i	i	i	i	1	i	i

(further entries)
smiles	MrgX1 PAM	ANO1 block	TRPC4 agonist	TRPC4 potent	ANO1 activ	MrgX1 antag	TRPC4 inh	TRPC6 inhibitor	SKKanGAS inh	MrgX1 agonist	TRPC6 activator
CC1NC(=O)N(C)[C@@H]2NC(=O)N(C)C(c3ccc([N+](=O)[O-])cc3)[C@@H]12 (some centres undefined)	i	i	i	i	i	i	i	i	-3	i	i
CC(C)N=C(Nc1ccc(Cl)cc1)c1cccnc1	i	i	i	i	i	i	i	i	-1	i	i
O=C(Nc1ccccc1O)c1ccc(Cl)cc1	i	i	i	i	i	i	i	i	7	i	i
CCCCOC(=O)C1CCCC(C)N1 (centres undefined)	i	i	i	i	i	i	i	i	12	i	i
CCOC(=O)N/N=C/c1cc(C)n(-c2cccc3ccccc23)c1C	i	i	i	i	i	i	i	i	-2	i	i
CC(=O)Nc1nc(C)c(C(C)=O)s1	i	i	i	i	i	i	i	i	7	i	i
O=C(Nc1cccc(Cl)c1)c1ccc(OC(=S)N2CCOCC2)cc1	i	i	i	i	i	i	i	i	27	i	i
Cc1ccc(N)cc1S(=O)(=O)N(C)C	i	i	i	i	i	i	i	i	5	i	i
CCn1c(CNc2ccccc2Cl)nnc1SCCN1CCCCC1	i	i	i	i	/	i	i	i	-2	i	i
O=C(NNC(=O)c1ccc(Br)cc1)c1ccncc1	i	i	i	i	i	i	i	i	6	i	i
Cc1nc2ccccc2c(=O)n1/N=C1\C(=O)N(C)c2ccccc21	i	i	i	i	/	i	i	i	9	i	i
Cc1cc(C)c(NC(=O)c2ccc3c(c2)CCN3S(C)(=O)=O)c(C)c1	i	i	i	i	i	i	i	i	-4	i	i
Cc1cccc(N(C)C(=O)C2CCCN2S(=O)(=O)c2cccc3nsnc23)c1 (centres undefined)	i	i	i	i	i	i	i	i	4	i	i
COCC(C)n1c(SCc2cc(C(=O)OC)c(C)o2)nc2ccccc2c1=O (centres undefined)	i	i	i	i	i	i	i	i	0	i	i
Cc1cccc(N(C(=O)CCC(=O)Nc2cc(C)on2)C(C(=O)NC2CCCC2)c2cccnc2)c1 (centres undefined)	i	i	i	i	i	i	i	i	-3	i	i

Given with each value named: part of the list above.
Structure: Cc1ccc(N)cc1S(=O)(=O)N(C)C
  MrgX1 PAM: i	ANO1 block: i	TRPC4 agonist: i	TRPC4 potent: i	ANO1 activ: i	MrgX1 antag: i	TRPC4 inh: i	TRPC6 inhibitor: i	SKKanGAS inh: 5	MrgX1 agonist: i	TRPC6 activator: i

Structure: CCn1c(CNc2ccccc2Cl)nnc1SCCN1CCCCC1
  MrgX1 PAM: i	ANO1 block: i	TRPC4 agonist: i	TRPC4 potent: i	ANO1 activ: /	MrgX1 antag: i	TRPC4 inh: i	TRPC6 inhibitor: i	SKKanGAS inh: -2	MrgX1 agonist: i	TRPC6 activator: i
